FLuc modulator = firefly luciferase modulation, counter-screen for miR-21 project. P08659. 360,000 tested, 6.9% active. Potency, µM (top dose mostly 57.5 µM), without a hit: top-dose activity change, negative = inhibition, actives largely listed as inhibitors. purified FLuc, Km substrates, luminescence inhibition. AID 588342;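 note: plate controls were vehicle for no effect and reference inhibitor for full effect; nearly all actives have a fitted effect of over 55% in size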
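Biochemical qHTS of compounds, final roughly 60 µM downward over six points, against 10 nM purified firefly luciferase using Km concentrations of substrates (10 uM D-luciferin, 10 uM ATP) in Tris acetate pH 7.5 buffer; luminescence output.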
BRCA1 expr act = activators of BRCA1 expression; MCF7-BRCA1-FFLuc reporter, luminescence, 48 h; response scale: scaled: vehicle 0%, 10 µM genistein 100%; Potency, µM (titrated, usually from 46.1 µM), for inactives: at the highest dose activation, usual class: activators; 380,000 tested, 1.1% active; AID 624202; note: nearly all actives have a fitted effect of over 80% in size; some results filed as inactive show a strong effect at the top dose
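Reporter cells (MCF7, BRCA1 promoter-firefly luciferase) received library compounds across a concentration series for 48 h. End-point luminescence was measured and concentration-effect curves derived after normalization.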
NPC1 prom act = activators of NPC1 promoter | 320,000 tested, 2.4% active | AID 485313 | Huh7 NPC1 promoter luciferase reporter, 24 h | Potency, µM (titrated, usually from 9.22 µM), for inactives: top-dose activation, hits mostly activators;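 note: % of control where 0% means no effect; nearly all actives have a fitted effect of over 60% in size; reporter is driven by a mutant NPC1 promoter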
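In 1536-well qHTS, Huh7 cells harboring an NPC1 promoter–luciferase construct received compound for 24 h; activation was quantified by luminescence following luciferase reagent addition.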
Gal4-VP16 FLuc = counter-screen for ROR gamma inhibitors: Gal4-VP16 reporter | Drosophila S2 Gal4-VP16 UAS-luciferase, luminescence, 20 h | Potency, µM (series often up to 53.6 µM), without a hit: at the highest dose activity, negative = inhibition, hits mostly inhibitors | 310,000 tested, 3.5% active;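 note: Gal4-VP16 expression switched on by copper sulfate through the metallothionein promoter; % is set by controls: 0 for no effect and ±100 for the full control effect; nearly all actives have a fitted effect of over 50% in size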
MLL CXXC-DNA inh = blocks binding of human MLL CXXC domain to DNA; AID 2662; Potency, µM (series often up to 115 µM), without a hit: top-dose activity change, negative = inhibition, hits mostly inhibitors; 290,000 tested, 0.037% active; MLL-CXXC / FITC-HOXA9 DNA fluorescence polarization; Q03164; active = well fitted inhibition curve with a large enough effect in the polarisation, with a control signal flat, not every such curve was filed as active; inconclusive = small, poorly fitted or top-dose-only effect, or effect the other way, or a change in a side signal; inactive = no such curve, though single readings can be large or run the other way; the % refers to the polarisation
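Steps: dispense CXXC domain solution (7 uM) → pin compounds or unlabeled HOX-A9 DNA control → 5 min ambient → add FLSN-HOX-A9 solution (50 nM) → spin → 30 min ambient → fluorescence polarization. Tris pH 7.5/NaCl/DTT/BSA buffer.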
ELG1 genotox = genotoxicity induction in ELG1-luciferase HEK293T cells; HEK293T ELG1-luciferase reporter, luminescence, 16 h; Potency, µM (series often up to 46 µM), inactives show top-dose activity change, positive = activation, hits mostly activators; 330,000 tested, 1.3% active; note: % of control where 0% means no effect; nearly all actives have a fitted effect of over 60% in size
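Cells (2,000/well) expressing the ELG1-luciferase fusion are dosed by pin tool and kept 16 hr at 37 °C, 5% CO2. Signal comes from ONE-Glo luciferase reagent after 30 min at room temperature.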
uPA generation = blocks generation of uPA at the cell surface | cell surface uPA generation assay, qHTS | Potency, µM (series often up to 38.3 µM), without a hit: at the top dose activity change, negative = inhibition, most hits filed as inhibitors | 330,000 tested, 0.31% active | AID 540303; active = well fitted inhibition curve with a large enough effect; inconclusive = small, poorly fitted or top-dose-only effect; inactive = no such curve, though single readings can be large or run the other way; tested in mouse RAW 264.7 cells; note: % is set by controls: 0 for no effect and ±100 for the full control effect; nearly all actives have a fitted effect of over 55% in size
MBNL1-CUG inh = blocks human MBNL1 binding to CUG repeat RNA; TR-FRET MBNL1-His/biotin-(CUG)12 binding, 665/545 ratio; Potency, µM (series often up to 57.5 µM), for the others: top-dose activity change, negative = inhibition, most hits filed as inhibitors; 280,000 tested, 0.036% active; active = well fitted inhibition curve with a large enough effect in the signal ratio, with a control signal flat, not every such curve was filed as active; inconclusive = small, poorly fitted or top-dose-only effect, or effect the other way, or a change in a side signal; inactive = no such curve, though single readings can be large or run the other way; the % refers to the signal ratio; note: % is set by controls: 0 for no effect and ±100 for the full control effect
Target sequence (Q9NR56 whole entry, looked up): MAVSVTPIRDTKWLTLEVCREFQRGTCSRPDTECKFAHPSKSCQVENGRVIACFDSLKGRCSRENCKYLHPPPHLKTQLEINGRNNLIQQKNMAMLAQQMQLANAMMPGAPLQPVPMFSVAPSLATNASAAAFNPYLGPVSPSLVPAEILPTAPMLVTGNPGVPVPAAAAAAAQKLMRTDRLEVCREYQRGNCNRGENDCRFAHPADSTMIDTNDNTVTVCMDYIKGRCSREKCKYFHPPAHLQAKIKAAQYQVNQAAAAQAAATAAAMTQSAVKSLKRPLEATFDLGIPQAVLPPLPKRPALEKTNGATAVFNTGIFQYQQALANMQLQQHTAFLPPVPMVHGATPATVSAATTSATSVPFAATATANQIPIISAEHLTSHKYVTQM
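TR-FRET between His-tagged MBNL1 and biotin-(CUG)12 RNA, detected with Tb anti-His antibody (0.055 ng/ul) and streptavidin-XL665 (5 nM), 60 min at room temperature. Compounds titrated 92 nM to 58 uM; 665/545 nm ratio normalized to buffer and complex controls.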
RORg inh = inhibitors of mouse ROR gamma transcriptional activity; 310,000 tested, 5.4% active; Drosophila S2 Gal4-RORgamma UAS-luciferase reporter, 20 h; Potency, µM (titrated, usually from 53.6 µM), without a hit: at the highest dose activity change, negative = inhibition, actives largely listed as inhibitors; note: % is set by controls: 0 for no effect and ±100 for the full control effect; nearly all actives have a fitted effect of over 60% in size
Target sequence (P51450 whole entry, looked up, the tested form may be a part): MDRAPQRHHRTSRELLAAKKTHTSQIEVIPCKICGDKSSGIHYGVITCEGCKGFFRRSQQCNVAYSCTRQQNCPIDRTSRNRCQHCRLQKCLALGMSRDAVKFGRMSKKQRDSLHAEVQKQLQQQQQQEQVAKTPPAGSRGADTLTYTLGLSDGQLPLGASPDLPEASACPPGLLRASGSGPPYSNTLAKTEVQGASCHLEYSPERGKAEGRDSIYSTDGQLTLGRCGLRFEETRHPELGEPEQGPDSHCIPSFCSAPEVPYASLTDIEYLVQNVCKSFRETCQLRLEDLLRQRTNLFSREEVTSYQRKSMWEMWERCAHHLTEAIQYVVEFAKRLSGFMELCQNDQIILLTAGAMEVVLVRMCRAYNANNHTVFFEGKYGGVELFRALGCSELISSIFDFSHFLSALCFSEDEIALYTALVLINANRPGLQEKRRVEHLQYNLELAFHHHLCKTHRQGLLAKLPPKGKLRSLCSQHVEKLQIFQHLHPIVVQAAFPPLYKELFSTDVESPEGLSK
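Drosophila Schneider cells stably carrying a metallothionein-driven Gal4 DBD–ROR gamma fusion and a UAS-Photinus luciferase reporter were exposed to compound for 1 hr, then induced with copper sulfate (700 uM final) for 20 hr at ambient temperature before luminescence reading.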
Rab9 promoter act = activators of Rab9 promoter. Huh7 Rab9 promoter-luciferase reporter, luminescence, 24 h. 320,000 tested, 2.8% active. Potency, µM (top dose mostly 9.22 µM), for inactives: top-dose activation, negative = inhibition, actives largely listed as activators; note: % of control where 0% means no effect; nearly all actives have a fitted effect of over 60% in size
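Quantitative HTS format; Huh7 Rab9-luciferase reporter cells (1500/well) receive compound 2 h post-plating, incubate 24 h at 37 °C, then get luciferase reagent for 10 min before luminescence reading.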
p53 reactivation = restores transcriptional activity of mutant p53; H1299 p53-A138V BP100-luciferase reporter, luminescence, 24 h; Potency, µM (highest dose often 92.2 µM), without a hit: top-dose activity change, positive = activation, hits mostly activators; 320,000 tested, 0.063% active; note: % of control where 0% means no effect; nearly all actives have a fitted effect of over 45% in size
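H1299 (p53-null), stable ts p53-A138V + BP100-Luc; 1000 cells/well, Opti-MEM/10% FBS; cpd 4 pt, 1:5; 24 h, 37 deg C, 5% CO2; detection reagent 10 min RT; luminescence.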
Numbers without * were called inactive; ? = inconclusive; / = not tested or not shown; & = joins results of further samples; [ ] = another dose, or the depositor's remark. Unless noted, calls come from the whole dose curve; as a rule, active = well fitted curve in the direction sought with a large enough effect; inconclusive = small, poorly fitted or top-dose-only effect, or another doubt; inactive = no such curve, though single readings can be large; an effect the other way counts as inactive or inconclusive. Potency is the fitted concentration of half-maximal effect. The list is partial; the hit share may differ from the screen's.

SMILES	FLuc modulator	BRCA1 expr act	NPC1 prom act	Gal4-VP16 FLuc	MLL CXXC-DNA inh	ELG1 genotox	uPA generation	MBNL1-CUG inh	RORg inh	Rab9 promoter act	p53 reactivation
Cc1c(C(=O)OCC(C)C)[nH]c2c1C(=O)CC(c1cccs1)C2 (stereo not given)	4%	-34%	-13%	?	20%	16%	-4%	-2%	?	-25%	5%
Cc1cccc(NS(=O)(=O)c2c(C)nc3scc(C)n3c2=O)c1	3%	2%	-5%	-1%	3%	-2%	3%	1%	44%	10%	-3%
Cc1cc(C)c2c(C(C)(C)C)nn(-c3ccccc3)c2n1	-3%	4%	0%	3%	8%	-1%	?	4%	3%	-1%	9%
CCOC(=O)c1[nH]c(C)c(C(=O)OCC(=O)NCc2ccc(OC)cc2)c1C	-2%	-26%	-1%	/	/	0%	11%	/	/	-7%	12%
Cc1cccc(NC(=O)C2CCCN(S(=O)(=O)c3cccs3)C2)c1C (stereo not given)	1%	1%	-3%	-3%	27%	-15%	5%	7%	-17%	3%	-9%
O=C(COC(=O)c1cccnc1Nc1cccc(C(F)(F)F)c1)NCCN1C(=O)CSC1=O	-5%	-49%	1%	-4%	10%	-16%	1%	3%	?	-4%	-4%
COCC(=O)Nc1ccc2c(c1)OCO2	-2%	6%	0%	?	5%	5%	/	-10%	4%	0%	2%
CCCCC1(C)OC(=O)C(=Cc2ccc(N(C)C)cc2)C(=O)O1 (stereo not given)	?	14%	-3%	-9%	?	0%	8%	?	-4%	-1%	-4%
O=C(CSCc1ccc(Br)cc1)NCCc1ccccc1	-2%	14%	-5%	1%	-4%	0%	-30%	-2%	-1%	8%	/
CCc1ccc(Nc2nnc(SCn3nnc4ccccc4c3=O)s2)cc1	-16%	3%	6%	-16%	-13%	13%	1%	10%	6%	?	-3%
COc1cccc(C(=O)OCC(=O)Nc2ccc(N3CCOCC3)cc2)c1	7%	1%	1%	/	/	-1%	13%	/	/	-5%	-5%
Cc1ccc(C)c(C(=O)C(C)OC(=O)CN2C(=O)NC3(CC(C)CC(C)(C)C3)C2=O)c1 (stereo not given)	1%	0%	0%	-7%	11%	-8%	2%	-5%	13%	-3%	1%
CCn1c(SCC(=O)c2[nH]c(C)c(C(C)=O)c2C)nnc1-c1ccccc1	-1%	-51%	-2%	-8%	-1%	-1%	-5%	-1%	36%	0%	-11%
COc1cc(-c2nnc(CSc3nc4ccccc4s3)o2)cc(OC)c1OC	-2%	/	0%	-4%	16%	-6%	/	-6%	3%	-4%	-5%
N#Cc1ccc(OCC(=O)Nc2ccccc2NS(=O)(=O)c2cccs2)cc1	-20%	-29%	-2%	3%	3%	0%	9%	/	?	1%	4%
O=C(CN(C(=O)CNC(=O)c1cccs1)c1cccc(F)c1)NC1CCCCC1	4%	-14%	-1%	0%	3%	2%	10%	-2%	5%	-5%	3%
COCCN=C1NN=C(c2cc(C)n(CC3CCCO3)c2C)CS1 (stereo not given)	?	-14%	28%	6%	?	12%	4%	6%	-15%	?	-1%
CCN(CC)S(=O)(=O)c1ccc(C)c(NC(=S)NNC(=O)C2CC2)c1	0%	-5%	-7%	2%	-16%	4%	3%	-10%	-45%	-6%	-5%
COC(=O)c1ccccc1OCC(=O)N1CCN(c2ccc(OC)cc2)CC1	0%	7%	2%	-13%	?	0%	-3%	3%	2%	4%	-2%
O=C(NC1CCc2ccccc21)c1cc(COc2c(F)cccc2F)on1 (stereo not given)	?	30%	-1%	21%	23%	-1%	-2%	-2%	34%	1%	11%
CSc1ccccc1NC(=O)CN(C)C(=O)Cc1c(F)cccc1Cl	1%	-3%	9%	-10%	?	-1%	3%	-16%	1%	-2%	-6%
COc1ccc(NC(=O)CCC(=O)c2ccc(C(C)C)cc2)cc1	-18%	7%	-1%	-2%	3%	-3%	12%	6%	20%	0%	-6%
O=C(NCc1nnc(SCC(=O)N2CCCC2)o1)c1ccccc1	3%	5%	1%	4%	-6%	3%	10%	3%	-12%	3%	-4%
CC(=O)CC(C)=NCCN=C(C)CC(C)=O	-1%	-1%	-2%	-1%	-15%	-3%	/	4%	-6%	-7%	8%
COc1ccc(/C(N)=N/OC(=O)Cc2ccccc2)cc1	19µM*	90%	18%	2%	10%	?	3%	-4%	25%	24%	?
O=C(CCC(=O)Nc1ccccc1)N/N=C/c1ccncc1	12µM*	-14%	8%	?	?	-2%	6%	?	15%	8%	-2%
Cc1ccsc1C(=O)Nc1cc(C(C)(C)C)nn1-c1ccccc1	0%	-2%	1%	4%	1%	-8%	/	4%	3%	-1%	-5%
Cc1cc2c(c(=O)o1)C1(C(=O)N(CC(=O)O)c3ccccc31)C(C#N)=C(N)O2 (stereo not given)	2%	0%	2%	-6%	?	1%	0%	16%	-2%	-4%	8%
CCOC(=O)N1CCN(C(=O)COc2cccc3c2CCN(Cc2cccc(C)c2)C3=O)CC1	-4%	-44%	-6%	-2%	-7%	-12%	-11%	6%	?	-7%	-15%
COc1ccccc1/C=N/NC(=O)CCSc1ccccc1	-15%	3%	-3%	0%	8%	0%	11%	/	-36%	-2%	5%
O=C(Nc1ccccc1F)Nc1ccccc1N1CCCCC1	-6%	-35%	0%	1%	9%	-3%	1%	/	6%	1%	7%
O=C(Nc1ccc2c(c1)OCO2)C1CC1	?	64%	5%	/	/	13%	-2%	/	/	25%	?
O=C1C=CN(Cc2ccccc2)CC1	-1%	11%	-5%	-6%	2%	10%	-3%	-4%	-11%	-7%	0%
Cc1cc(N/N=C/c2ccc3c(c2)OCO3)nc2ccccc12	2.7µM*	13µM*	?	-11%	63%[activator]	14%	-22%	-4%	13µM*	2.5µM*	?
COc1cccc(C(=O)Nc2nc3ccccc3s2)c1	2.1µM*	?	3.5µM*	14µM*	-9%	4.1µM*	?	-2%	13µM*	2µM*	-11%
O=C(c1csc(Nc2cccc3ccccc23)n1)N1CCCC1	-11%	-39%	1%	-17%	-26%	-5%	7%	14%	?	0%	4%
COc1ccccc1CNC(=O)c1ccc(CS(=O)(=O)c2ccccc2C)o1	3%&1%	11%	-2%	4%	0%	-7%	8%	-5%	6%	1%	?
COc1cc(-c2noc(CCCC(=O)NC3CCCCC3)n2)cc(OC)c1OC	4%	-31%	-4%	3%	5%	-1%	/	-4%	-3%	-2%	-5%
CCN(CC)CCNC(=O)CNC(=O)c1nn(-c2ccc(OC)cc2OC)c(=O)c2ccccc12	0%	-3%	1%	-2%	-4%	1%	-7%	-3%	-8%	-4%	5%
Cc1onc(-c2ccccc2Cl)c1C(=O)N(C)Cc1ccccc1	2%	-21%	-3%	-10%	2%	-3%	-3%	-3%	-7%	0%	-5%
O=C(CCn1c2c(c3ccccc31)CCCC2)NNC(=O)c1ccc(Cl)c([N+](=O)[O-])c1	4%	-90%[inhibitor]	-4%	?	-2%	-7%	0%	-1%	?	0%	-4%
OC1NC(=S)N(c2ccccc2)C1O (stereo not given)	-5%	13%	-2%	3%	-10%	2%	1%	-9%	-2%	-3%	2%
Cc1ccc(-n2ncc3c2CCCC3NC(=O)CCCN2CCCC2=O)cc1C (stereo not given)	-3%	-6%	-2%	2%	-3%	-2%	1%	-7%	-8%	5%	7%
O=C(CC1C(=O)NCCN1C(=O)Nc1ccccc1)Nc1cccc(C(F)(F)F)c1 (stereo not given)	3%	4%	0%	-4%	4%	-2%	-8%	-1%	2%	-6%	-19%
CN(Cc1ccccc1)C1CCNCC1	-16%	-2%	-1%	-16%	2%	2%	9%	-9%	-7%	-2%	11%
OCC1(Cc2ccc(F)cc2)CCCN(Cc2ccc(F)cc2Cl)C1 (stereo not given)	-9%	-32%	-6%	-9%	1%	2%	-3%	0%	?	0%	-157%[inhibitor]
O=C(OCC(=O)c1cccc2ccccc12)c1ccc(CO)cc1	12µM*	?	?	1%	2%	17%	-4%	?	19%	22%	-2%
COc1cccc(C2/C(=C(/O)c3ccccc3)C(=O)C(=O)N2CCCC(=O)O)c1 (stereo not given)	8%	-8%	2%	3%	3%	-1%	-3%	9%	-13%	-2%	13%
COc1ccc(NC(C)(C)c2nnnn2-c2c(C)cccc2C)cc1	2%	-29%	-2%	-10%	6%	-5%	2%	/	-5%	-3%	-1%

From PubChem
